RGS7-Gao reg = human RGS7-Galphao interaction regulation. Multiplexed bead flow cytometry, RGS7-Galphao binding; actives lie on both sides. P09471. 0.35% of 220,000 active. binding response (% of control), % at 10 µM; in the data active means binding response below about 49% or above about 150%; inconclusive means no clear call, values can overlap the other calls; inactive means in between;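 further: fluorescent Galphao held in activated GDP-AlF4 state binding bead-coupled RGS7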
Target sequence (P09471 whole entry, looked up): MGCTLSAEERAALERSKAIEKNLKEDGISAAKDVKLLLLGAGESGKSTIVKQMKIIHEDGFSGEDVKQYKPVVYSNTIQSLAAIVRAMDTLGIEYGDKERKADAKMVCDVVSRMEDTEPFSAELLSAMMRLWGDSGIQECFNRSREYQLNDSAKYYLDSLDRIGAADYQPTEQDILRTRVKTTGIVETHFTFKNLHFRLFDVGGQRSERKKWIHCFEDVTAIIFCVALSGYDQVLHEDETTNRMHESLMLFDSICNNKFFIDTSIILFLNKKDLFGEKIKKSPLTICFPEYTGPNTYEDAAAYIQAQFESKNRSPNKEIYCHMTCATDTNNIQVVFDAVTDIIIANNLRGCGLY
ABCB1 inh = human ABCB1 inhibition, ABCG2 as counter-screen; CCRF-Adr cells, JC-1 efflux, flow cytometry; P08183; inhibition, % at 6.6 µM; 0.067% of 190,000 active; in the data active means inhibition above about 40%;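 further: 0% = vehicle and 100% = reference inhibitor; higher value means more JC-1 retained so stronger ABCB1 efflux block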
ABCG2 inh = blocks JC-1 efflux by human ABCG2 transporter. Q9UNQ0. IgMXP3 cells, flow cytometry. inhibition, % at 6.6 µM. 0.1% of 190,000 active;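 active means inhibition above 80%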;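 further: 0% = DMSO and 100% = nicardipine control wells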
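Test system: IgMXP3 (ABCG2) plus far-red-tagged CCRF-Adr (ABCB1) cells / Amount: 3 million cells/mL in well / Reagent: JC-1 transporter substrate / Timing: 10 min compound exposure, 25 °C / Signal: flow cytometry, 530 nm JC-1 signal / Read-out: percent efflux inhibition, scaled nicardipine 100% to DMSO 0% / Benchmarks: nicardipine as high control, DMSO as low control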
Bcl-XL Bim block = inhibitors of Bim-Bcl-XL interaction, human | Q07817 | Bim peptide-Bcl-XL binding, bead flow cytometry, fluorescence | inhibition, % at 10 µM | 0.04% of 190,000 active | AID 1007
Target sequence (Q07817 whole entry, looked up): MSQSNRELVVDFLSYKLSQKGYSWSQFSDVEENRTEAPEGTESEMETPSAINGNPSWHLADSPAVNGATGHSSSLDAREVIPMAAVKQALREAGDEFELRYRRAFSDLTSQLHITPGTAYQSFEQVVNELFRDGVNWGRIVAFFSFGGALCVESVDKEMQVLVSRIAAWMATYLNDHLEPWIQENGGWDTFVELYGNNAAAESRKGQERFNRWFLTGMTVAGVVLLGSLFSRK
Bcl-B Bim block = disrupts Bim peptide binding to human Bcl-B. Q9HD36. bead-based flow cytometry. inhibition, % at 10 µM. 0.073% of 190,000 active. AID 951;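 further: 0% = tracer peptide without compound and 100% = reference inhibitor peptide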
RGS4-Gao reg = human RGS4-Galphao interaction regulation; P09471; Multiplexed bead flow cytometry, RGS4-Galphao binding; actives lie on both sides; binding response (% of control), % at 10 µM; 0.33% of 220,000 active; AID 1415; in the data active means binding response below about 49% or above about 150%; inactive means in between;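 further: fluorescent Galphao activated with aluminum fluoride binding bead-coupled RGS4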
GSH bead fluor = compound fluoresces at 488/530 nm on GSH beads | GSH beads flow cytometry, compound fluorescence 488/530 nm; stronger effect = higher value | fluorescence (KMESF) at 10 µM | 0.25% of 190,000 active | AID 1776; in the data active means fluorescence above about 89;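 further: glutathione beads carrying GST-tagged Bcl family fusion proteins plus one bare bead set; values are compound well signal with DMSO vehicle wells as background; inactives centre near 16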
RGS8-Gao = human RGS8-Galphao interaction regulation | P09471 | multiplexed bead flow cytometry, RGS8-Galphao binding; actives lie on both sides | response (percent of control binding), % at 10 µM | 0.34% of 220,000 active | AID 1423; in the data active means response below about 60% or above about 140%; inactive means in between;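 further: Galphao activated as the GDP aluminium fluoride complex binding bead-coupled RGS8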
Bim-Bcl-2 = inhibitors of Bim-Bcl-2 interaction, human | P10415 | Bead-based flow cytometry, Bim peptide-Bcl-2 binding | 0.06% of 190,000 active | AID 950 | inhibition, % at 10 µM; in the data active means inhibition above about 40%; inconclusive means no clear call, values can overlap the other calls;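 further: 0% = no compound wells with probe peptide and 100% = reference peptide inhibitor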
Bfl-1 Bim block = human Bim-Bfl-1 interaction inhibition. inhibition, % at 10 µM. Bead-based flow cytometry, Bim-Bfl-1 binding inhibition. AID 1008. 0.12% of 190,000 active;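 further: 0% = wells without compound plus tracer and 100% = blocker peptide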
Bcl-W Bim block = disrupts Bim peptide binding to human Bcl-W; Q92843; bead-based flow cytometry; inhibition, % at 10 µM; 0.02% of 190,000 active; AID 952;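 further: 0% = bound tracer without compound and 100% = peptide blocker; higher means less fluorescent Bim peptide bound to Bcl-W beads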
Target sequence (Q92843 whole entry, looked up): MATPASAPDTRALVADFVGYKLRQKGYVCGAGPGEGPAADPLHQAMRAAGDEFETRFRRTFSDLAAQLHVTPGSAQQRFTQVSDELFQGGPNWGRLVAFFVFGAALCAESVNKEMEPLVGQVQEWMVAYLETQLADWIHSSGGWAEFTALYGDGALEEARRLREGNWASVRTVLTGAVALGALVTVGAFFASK
* hit, by the source's call; ? = inconclusive. Unless noted, no stated cut-off is given here; in the data, active means inhibition above about 40%. Random draw from the library; any-hit rate near 1.1%.

SMILES | RGS7-Gao reg | ABCB1 inh | ABCG2 inh | Bcl-XL Bim block | Bcl-B Bim block | RGS4-Gao reg | GSH bead fluor | RGS8-Gao | Bim-Bcl-2 | Bfl-1 Bim block | Bcl-W Bim block
Brc1ccc(-c2nnc(-c3ccccc3)c(N3CCSCC3)n2)cc1 | 100 | 0.9 | 7 | 6 | -9 | 103 | 10 | 99 | 5 | 3 | 3
COc1cccc(C(C(=O)NCc2ccco2)N(Cc2ccco2)C(=O)Cn2nnc3ccccc32)c1 (configuration not stated) | 101 | 0.3 | 0 | -2 | -4 | 103 | 36 | 104 | 2 | 0 | 1
c1ccc(CSc2nnc3ccc(-c4cccs4)nn23)nc1 | ? | 1.0 | 5 | -2 | -6 | 102 | 11 | 101 | 0 | -1 | -1
CCCOc1ccc2oc(=O)c3c(c2c1)CCCN3C(=O)CN1CCCC(C(=O)OCC)C1 (configuration not stated) | 101 | 0.7 | 2 | -3 | -5 | 105 | 15 | 101 | -6 | -1 | -4
CCOC(=O)c1oc2ccccc2c1NC(=O)Cc1cccs1 | 96 | 2.8 | 46 | -10 | -5 | 100 | 26 | 99 | -7 | -16 | -1
CC1/C(=N/O)C(CN(C)C)C2CC1C2(C)C (configuration not stated) | 110 | 0.5 | 0 | -5 | -2 | 99 | 30 | 96 | -1 | -1 | -3
CCOC(=O)Cc1csc(NC(=O)Nc2cccc(Cl)c2)n1 | 101 | 0.6 | 7 | -8 | -9 | 101 | 11 | 101 | 0 | -2 | -4
CO/N=C(/C)CCS(=O)(=O)c1ccccc1 | 98 | -0.1 | 2 | -4 | -8 | 100 | 16 | 101 | 0 | -5 | -6
C=CCn1c(-c2csc(-c3ccc(OC)c(OC)c3)n2)n[nH]c1=S | ? | -0.6 | -3 | 2 | -12 | 100 | 10 | 97 | 3 | 4 | 3
CCN1C(=O)CSc2ccc(C(=O)NCc3ccco3)cc21 | 98 | 1.2 | 51 | -4 | -6 | 104 | 20 | 103 | -10 | -14 | 0
Cc1nc(-c2ccccc2)sc1-c1nc(-c2cccs2)ncc1S(=O)(=O)c1ccccc1 | 103 | 0.0 | -6 | -7 | -16 | 102 | 35 | 103 | -6 | -16 | 1
O=S(=O)(c1ccc(NC2CCCc3ccccc32)nc1)N1CCOCC1 (configuration not stated) | 102 | 0.2 | 1 | -2 | -4 | 93 | 25 | 100 | -2 | -11 | -2
COc1ccc(NC(=O)c2sc(SC)nc2N)cc1 | 103 | 0.2 | 3 | 0 | -8 | 105 | 51 | 102 | -7 | -10 | 2
CC(=O)Oc1ccc(NC(=O)CCC2CCCCC2)c(C(=O)O)c1 | 93 | 0.1 | 0 | -1 | -1 | 86 | 19 | 84 | 2 | 1 | 1
COc1ccc(-c2csc(NC(=O)CCCc3cccs3)n2)cc1 | 94 | -0.1 | 2 | -5 | -6 | 97 | 12 | 102 | -7 | -5 | -3

Ordered by value in ABCG2 inh (descending): some entries from above
mol,ABCG2 inh
CCOC(=O)c1oc2ccccc2c1NC(=O)Cc1cccs1,46
COc1ccc(NC(=O)c2sc(SC)nc2N)cc1,3
COc1ccc(-c2csc(NC(=O)CCCc3cccs3)n2)cc1,2

(next part)
SMILES | RGS7-Gao reg | ABCB1 inh | ABCG2 inh | Bcl-XL Bim block | Bcl-B Bim block | RGS4-Gao reg | GSH bead fluor | RGS8-Gao | Bim-Bcl-2 | Bfl-1 Bim block | Bcl-W Bim block
CCn1ncc2c1C(=O)NC1c3ccccc3C(=O)N21 (configuration not stated) | 102 | 0.6 | 7 | -11 | -4 | 98 | 68 | 100 | -2 | -9 | 0
COC(=O)c1ccc(C(=O)OC)c(NC(=O)C2CC2)c1 | 100 | -0.2 | 7 | -8 | -13 | 100 | 19 | 100 | -21 | -16 | -1
COc1ccccc1NC(=O)CN1CCN(C2c3ccccc3-c3ccccc32)CC1 | 107 | 3.6 | 4 | -4 | -4 | 108 | 5 | 105 | -9 | -16 | 1
O=C(NCCCN1CCCC1=O)NC12CC3CC(CC(C3)C1)C2 | 101 | 0.4 | 2 | 3 | -5 | 98 | 33 | 99 | -6 | -10 | -2
CC(=O)Nc1ccc(NC(=O)CCCN2C(=O)c3ccccc3C2=O)cc1 | 88 | 0.2 | 3 | -2 | 3 | 91 | 14 | 93 | 0 | -4 | 0
CC1CN=C(N(Cc2ccccc2)C(=O)Nc2ccccc2)S1 (configuration not stated) | 96 | -0.1 | 0 | -13 | -6 | 100 | 61 | 99 | -9 | -11 | 1
Cc1cc(C(=O)N/N=C/c2ccc(O)c(O)c2O)c(C)n1-c1ccccc1 | ? | -1.1 | -2 | 4 | -10 | 100 | 23 | 98 | 10 | 23 | 12
C/C(CC(=O)Nc1ccc(N(C)C)cc1)=N\NC(=O)c1ccc([N+](=O)[O-])cc1Cl | 90 | 0.5 | 3 | 0 | -2 | 95 | 21 | 95 | 0 | -2 | 0
Cc1c(Cl)c([N+](=O)[O-])nn1CC(=O)Nc1c(C)n(C)n(-c2ccccc2)c1=O | 103 | 0.0 | 0 | -3 | -5 | 103 | 23 | 104 | -3 | -13 | 0
COC(=O)C1(C)NC(c2ccco2)C2C(=O)N(c3ccc(C)cc3)C(=O)C21 (configuration not stated) | 89 | 0.0 | -5 | -5 | -1 | 86 | 33 | 73 | -8 | -5 | -4
CNc1nc(Nc2ccccc2)nc(OCC(F)(F)F)n1 | 103 | 2.1 | 10 | -4 | -7 | 101 | 12 | 103 | -4 | -4 | -4
Cc1cc(S(=O)(=O)N2CCN(c3ncccn3)CC2)ccc1-n1cnnn1 | 95 | 0.0 | 0 | -2 | -5 | 96 | 15 | 97 | -9 | -11 | -4
CCCCc1cc(=O)oc2cc(C)cc(OC(C)C(=O)O)c12 (configuration not stated) | 93 | 0.1 | 0 | 0 | -3 | 99 | 19 | 97 | -2 | -9 | 2
Cc1nc2ccccc2nc(C)c1=NOCc1ccccc1Cl | 98 | 1.1 | 7 | -4 | -3 | 101 | 5 | 100 | -1 | -2 | -2
Cc1ccc(-c2nnnn2-c2ccc(C)cc2)cc1 | 105 | -0.6 | 1 | -2 | -2 | 99 | 21 | 98 | 0 | -7 | 0

Three structures from above, arranged by length of the SMILES, high to low:
SMILES | RGS7-Gao reg | ABCB1 inh | ABCG2 inh | Bcl-XL Bim block | Bcl-B Bim block | RGS4-Gao reg | GSH bead fluor | RGS8-Gao | Bim-Bcl-2 | Bfl-1 Bim block | Bcl-W Bim block
Cc1cc(C(=O)N/N=C/c2ccc(O)c(O)c2O)c(C)n1-c1ccccc1 | ? | -1.1 | -2 | 4 | -10 | 100 | 23 | 98 | 10 | 23 | 12
O=C(NCCCN1CCCC1=O)NC12CC3CC(CC(C3)C1)C2 | 101 | 0.4 | 2 | 3 | -5 | 98 | 33 | 99 | -6 | -10 | -2
CCCCc1cc(=O)oc2cc(C)cc(OC(C)C(=O)O)c12 (configuration not stated) | 93 | 0.1 | 0 | 0 | -3 | 99 | 19 | 97 | -2 | -9 | 2

Continuation.
SMILES | RGS7-Gao reg | ABCB1 inh | ABCG2 inh | Bcl-XL Bim block | Bcl-B Bim block | RGS4-Gao reg | GSH bead fluor | RGS8-Gao | Bim-Bcl-2 | Bfl-1 Bim block | Bcl-W Bim block
O=C(c1cccc(S(=O)(=O)Nc2ccccc2Cl)c1)N1CCN(C(=O)c2ccco2)CC1 | 97 | 0.2 | 1 | -2 | -1 | 101 | 21 | 103 | 3 | -3 | 3
Cc1c(Cl)cccc1NC(=O)CCCCCN1C(=O)CCC1=O | 99 | 0.0 | 0 | -8 | -8 | 103 | 30 | 98 | -7 | -10 | -4
CC(=O)Nc1cccc(OCC(=O)Nc2ccccc2)c1 | 104 | 0.1 | 48 | -12 | -11 | 106 | 37 | 104 | -13 | -20 | -4
CCS(=O)(=O)N1CCN(c2ccc(C(=O)NC3C4CC5CC(C4)CC3C5)cc2[N+](=O)[O-])CC1 (configuration not stated) | 105 | 1.0 | 4 | -11 | -6 | 104 | 19 | 103 | -9 | -14 | -6
O=C(COC(=O)CNC(=O)c1ccccc1)Nc1ccc(S(=O)(=O)N2CCCC2)cc1 | 107 | -0.1 | 1 | 1 | 9 | 104 | 21 | 102 | 6 | 10 | 1
CC1CC(C)CN(CCCNC(=O)Cc2c(C(=O)O)[nH]c3ccccc23)C1 (configuration not stated) | 104 | 0.2 | 1 | 0 | 0 | 101 | 16 | 102 | -2 | -3 | 0
COc1cccc(/C=N/NC(=O)C(=O)N2CCCC2)c1O | 89 | 0.0 | 1 | -1 | 0 | 91 | 9 | 94 | -1 | -3 | 0
CNc1nc(N)c([N+](=O)[O-])c(NCCO)n1 | 96 | -0.5 | -2 | -5 | -4 | 94 | 4 | 98 | -2 | 0 | 0
CCOc1ccccc1NC(=O)NCc1cccnc1 | 103 | -0.6 | 0 | 0 | 0 | 104 | 11 | 104 | -1 | 3 | 2
Cn1cc(CN2CCC(C(O)c3cccs3)CC2)c(-c2cccc(Cl)c2)n1 (configuration not stated) | 95 | 0.4 | 1 | -1 | -3 | 100 | 11 | 100 | -2 | -5 | -3
CCCc1nc(SCc2ccc(Cl)cc2Cl)n[nH]1 | 103 | 0.3 | 1 | -8 | -7 | 102 | 38 | 101 | -8 | -7 | -1
CC(C)C[C@@H]1NC(=O)[C@H](CO)NC(=O)c2cc([N+](=O)[O-])cc(I)c2OCC[C@@H](C(N)=O)NC1=O | 102 | -0.3 | -2 | -4 | -1 | 102 | 18 | 103 | 0 | 1 | 0
Cc1cc(=O)[nH]c(SCC(=O)Nc2nnc(CC(C)C)s2)n1 | 96 | -0.6 | 10 | -8 | -7 | 98 | 34 | 98 | -7 | -19 | 0
O=C1CCCC(=O)C1=C1SCCCS1 | 101 | 0.4 | 5 | -6 | -11 | 101 | 14 | 103 | -14 | -8 | -2

Bioassay records: PubChem BioAssay, NMMLSC
